Bioassay records deposited in PubChem by National Center for Advancing Translational Sciences (NCATS).
IL1B secr inh: blocks inflammasome-driven IL-1 beta release. THP-1 LPS/ATP IL-1B secretion, AlphaLISA, 16 h; stronger effect = lower value. activity change, % at 57.5 µM. actives 4.7% (n = 360,000); in the data active means activity change below about -50%; inconclusive means mostly about -30% to -49%; further: on the % scale 0 is the no-effect control and ±100 the full control effect
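Secreted IL-1B measured by AlphaLISA bead assay after 16 h compound exposure of THP-1 cells; compounds (final up to 57.5 uM) added 1 h before LPS (250 ng/mL) and ATP (1.25 mM) stimulation; lower signal means less secretion.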
Nrf2 ARE act: Nrf2 pathway activation; actives 0.31% (n = 410,000); Potency, µM (titrated, usually from 46.1 µM), inactives show at the highest dose activation, usual class: activators; AREc32 ARE-luciferase reporter (MCF7-derived line), luminescence, 24 h; further: potency means the concentration at half of the fitted maximal effect; % of control where 0% means no effect; nearly all actives have a fitted effect of over 65% in size
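Luminescent ARE reporter assay in AREc32_Fluc cells: overnight plating at 37 deg C, 24 hr compound incubation, Steady-Glo added, 30 min RT before reading.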
A549 viability: counter-screen for Nrf2 inhibitors: cytotoxicity in A549 cells | A549 ARE-Fluc cells, CellTiter-Fluor viability, 18-24 h | Potency, µM (highest dose often 46 µM), for the others: top-dose activity change, negative = cytotoxicity, most hits filed as inhibitors | actives 0.16% (n = 390,000) | AID 504648; further: potency means the concentration at half of the fitted maximal effect; on the % scale 0 is the no-effect control and ±100 the full control effect
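A549 ARE-Fluc cells in 5% FBS OPTI-MEM, 5000 cells/well, rested 2 h then exposed to compounds in concentration-response for 18-24 h at 37 °C. Viability by CellTiter-Fluor fluorescence (Ex 405/Em 525) after 30 min; luciferase luminescence (BugLite, 15 min, RT) read afterwards.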
Nrf2 block: Nrf2 pathway inhibition; A549 ARE-Fluc reporter, luciferase luminescence, 18-24 h; Potency, µM (titrated, usually from 46 µM), inactives show at the highest dose activity change, negative = inhibition, usual class: inhibitors; actives 2.1% (n = 360,000); AID 504444; further: potency means the concentration at half of the fitted maximal effect; on the % scale 0 is the no-effect control and ±100 the full control effect; nearly all actives have a fitted effect of over 60% in size
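Cells were seeded and rested 2 h, then exposed to compounds for 18-24 h. CellTiter-Fluor was read first as a viability measure. BugLite was added 15 min before the final luminescent read of ARE-luciferase activity in A549 cells.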
HepG2 tox: HepG2 cytotoxicity, counter-screen for TGF-b inhibitors | HepG2 CAGA-GFP viability, ATP luminescence, 18 h | Potency, µM (series often up to 46.1 µM), inactives show at the top dose activity change, negative = cytotoxicity, usual class: cytotoxic | actives 0.76% (n = 410,000) | AID 588856; further: potency means the concentration at half of the fitted maximal effect; some results filed as inactive show a strong effect at the top dose
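CellTiter-Glo luminescence gave cytotoxicity after 18 hours at 37 degrees C. The cells were HepG2 CAGA-GFP in 1% FBS DMEM, stimulated with 500 pg/mL TGF-beta after compound addition. %Activity was normalised to no-cell wells (complete cell-killing) and DMSO (no toxicity), and curves were fitted and classified.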
ATXN2 expr inh: ATXN2 expression inhibition; actives 0.72% (n = 360,000); Potency, µM (titrated, usually from 57 µM), for the others: at the highest dose activity change, negative = inhibition, most hits filed as inhibitors; HEK-293 ATXN2-luciferase reporter, luminescence, 24 h; further: potency means the concentration at half of the fitted maximal effect; on the % scale 0 is the no-effect control and ±100 the full control effect; nearly all actives have a fitted effect of over 55% in size
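ATXN2-luciferase reporter cells (luciferase flanked by upstream and downstream ATXN2 gene portions) were treated 24 h at 37 °C with compounds at up to 57 uM. SteadyGlo luminescence gave expression; GF-AFC fluorescence gave viability.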
MCF10A rereplic: inducers of DNA re-replication in MCF 10A breast cells | MCF 10A DNA re-replication, Hoechst nuclear intensity, 48 h | actives 2.9% (n = 350,000) | Potency, µM (top dose mostly 46.1 µM), for the others: top-dose activity, positive = re-replication, usual class: activators; further: potency means the concentration at half of the fitted maximal effect; % of control where 0% means no effect; nearly all actives have a fitted effect of over 50% in size
TGFb inhibitor: TGF-b pathway inhibition. AID 588855. Potency, µM (highest dose often 46.1 µM), for the others: at the top dose activity, negative = inhibition, hits mostly inhibitors. actives 1.2% (n = 410,000). HepG2 CAGA-GFP TGF-b/SMAD3 reporter, GFP fluorescence, 18 h; TGF-beta stimulated, 500 pg/mL final; further: potency means the concentration at half of the fitted maximal effect; on the % scale 0 is the no-effect control and ±100 the full control effect; nearly all actives have a fitted effect of over 65% in size
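Using HEPG2 CAGA-GFP reporter cells at 1000 cells/well, we pinned test compounds, stimulated with recombinant TGF-beta (500 pg/mL final) and measured total well GFP after 18 h.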
ATXN viability: cell viability loss in ATXN counter-screen | S2 cells (HEK-293 line with an ATXN2-luciferase reporter) viability, CellTiter-Fluor protease fluorescence, 24 h | Potency, µM (highest dose often 56.7 µM), actives largely listed as cytotoxic | actives 0.49% (n = 400,000); further: potency means the concentration at half of the fitted maximal effect; nearly all actives have a fitted effect of over 40% in size
* marks the source's active call; other numbers are inactive results; i = inactive; ? = inconclusive; · = no result given; & = joins results of further samples; [ ] = remark or other dose. Unless noted, the call rests on the fitted dose curve; in most records, active means well fitted curve in the direction sought with a large enough effect; inconclusive means small, poorly fitted or top-dose-only effect, or another doubt; inactive means no such curve, though single readings can be large; an effect the other way counts as inactive or inconclusive.

SMILES | IL1B secr inh | Nrf2 ARE act | A549 viability | Nrf2 block | HepG2 tox | ATXN2 expr inh | MCF10A rereplic | TGFb inhibitor | ATXN viability
CC(C)N=C1CC(C)(C)CC(=O)/C1=C(/O)CCCN1C(=O)c2ccccc2C1=O | -0.4 | -0.1% | -1.7% | 0.3% | -6.3% | · | ? | -2.8% | ?
Cc1cccc(C(=O)O[C@H]2[C@H](C)NS(=O)(=O)[C@H]3CC4C=C[C@]23O4)c1 | -8.0 | -0.2% | 1.2% | -7.9% | 29.0% | -1.5% | -2.1% | 3.7% | i
Cc1ccc(C(=O)N2CC(=O)Nc3ccccc32)o1 | 18.9 | 0.5% | 0.4% | 0.2% | -12.6% | -8.1% | 1.7% | 1.2% | i
COc1ccc(C(=S)N2CCCC2)cc1OC | 4.6 | -0.4% | -11.0% | 12.6% | -30.2% | -6.2% | 3.1% | -24.2% | i
NC(=S)c1ncc(C(F)(F)F)cc1Cl | 11.4 | 0.4% | -2.8% | -6.0% | -0.8% | -14.9% | 10.9% | -2.8% | ?
COCC1CCCCN1C(=O)c1cc(COc2ccc(C)c(C)c2)on1 (stereo unspecified) | 22.6 | 6.5% | · | · | -18.3% | · | · | -5.9% | i
C/C(=N/NC(=O)c1nnn(-c2nonc2N)c1CSc1ccc(C)cc1)c1ccncc1 | -5.9 | -0.2% | · | · | -2.9% | · | · | -10.3% | ?
COc1ccc(-n2c(=O)c3ccccc3n(CC(=O)NCC3CCCO3)c2=O)cc1 (stereo unspecified) | -11.6 | -0.1% | -19.6% | 0.6% | 2.6% | -4.7% | -38.3%[inhibitor] | 1.1% | ?
N#Cc1c(C(F)(F)F)cc(-c2ccccc2)n(N)c1=O | 36.9 | -0.1% | -2.2% | -17.8% | 1.9% | -14.3% | -0.3% | 49.7%[activator] | i
CC(C)CN1CC(=O)N2C(c3ccccc3)c3[nH]c4ccccc4c3C[C@H]2C1=O (stereo partly specified) | 0.0 | -0.1% | -8.5% | -13.6% | -31.8% | 0.4% | ? | -21.3% | i
Cn1c(CO)nc2cc(N)ccc21 | 7.7 | 0.2% | -6.6% | -20.7% | -1.2% | 5.1% | -0.5% | 12.9% | i
CC(C)c1ccc(NS(=O)(=O)c2ccc(N3C(=O)CCC3=O)cc2)cc1 | 45.5 | -0.1% | -5.0% | -0.1% | 10.4% | -12.0% | -0.8% | 0.0% | i
CCOC(=O)C1CCN(S(=O)(=O)c2ccc3[nH]c(=O)c(=O)[nH]c3c2)CC1 | 8.4 | -0.7% | 0.0% | 0.6% | 7.0% | 1.5% | -1.0% | 57.0%[activator] | i
CCN(C(=O)COC(=O)CCOc1cccc(C)c1)c1c(N)n(Cc2ccccc2)c(=O)[nH]c1=O | 7.5 | -0.5% | -2.9% | 1.7% | 5.3% | -13.0% | 0.8% | -7.4% | i
CC1CCCCC12NC(=O)N(CC(=O)Nc1sc3c(c1C(N)=O)CCC3)C2=O (stereo unspecified) | 0.0 | 0.2% | 7.7% | · | 4.0% | 3.3% | 5.4% | -25.0% | i

Brought forward from above: two entries, followed by the next part.
SMILES | IL1B secr inh | Nrf2 ARE act | A549 viability | Nrf2 block | HepG2 tox | ATXN2 expr inh | MCF10A rereplic | TGFb inhibitor | ATXN viability
CCN(C(=O)COC(=O)CCOc1cccc(C)c1)c1c(N)n(Cc2ccccc2)c(=O)[nH]c1=O | 7.5 | -0.5% | -2.9% | 1.7% | 5.3% | -13.0% | 0.8% | -7.4% | i
CC1CCCCC12NC(=O)N(CC(=O)Nc1sc3c(c1C(N)=O)CCC3)C2=O (stereo unspecified) | 0.0 | 0.2% | 7.7% | · | 4.0% | 3.3% | 5.4% | -25.0% | i
COCCn1nnnc1C(c1cc2ccc(C)cc2[nH]c1=O)N(Cc1ccco1)Cc1cccs1 (stereo unspecified) | -29.6 | 7.6% | ? | ? | -1.1% | 9.4% | 21.8% | ? | i
C=CCNC(=O)CSc1nc2scc(-c3ccco3)c2c(=O)n1CC=C | -5.5 | 10.8% | 1.1% | 3.0% | -21.5% | -3.3% | 13.9% | -14.6% | i
O=C(O)Cc1sc(-c2ccc(Cl)cc2)nc1-c1ccccc1 | 33.8 | -0.3% | -6.6% | -14.4% | -3.6% | 2.1% | 3.2%&0.7% | 6.3% | ?
CCOC(=O)C1=C(c2ccccc2)Nc2ncnn2C1c1ccc(Cl)cc1 (stereo unspecified) | · | 2.0% | -5.2% | -3.2% | -20.0% | 1.8% | · | 9.2% | i
O=C(N[C@H]1C/C=C\C[C@H](CC(=O)N(CCO)Cc2ccccc2)C(=O)N[C@H](Cc2c[nH]c3ccccc23)COC1=O)OCC1c2ccccc2-c2ccccc21 | 6.1 | 0.3% | -17.8% | 17.6% | -20.5% | 5.2% | 13.8% | -23.0% | ?
Cc1cccc(-n2nc3c(c2NC(=O)C(C)C)CS(=O)(=O)C3)c1C | 27.8 | -0.2% | 6.1% | 11.0% | -0.9% | 2.6% | 14.2% | 6.6% | i
O=C(NCCOc1ccccc1)C1=CC=CN2CCS(=O)(=O)N=C12 | -3.5 | 0.7% | 0.2% | -1.1% | 1.9% | 0.4% | 5.9% | 10.3% | i
c1ccc(CNc2ncnc3sc4c(c23)CCC4)nc1 | 7.9 | 29.6% | 8.1% | -5.8% | 0.5% | -12.0% | 10.2% | -31.7% | i
COc1cccc(CC(=O)Nc2ccc(S(=O)(=O)Nc3nccs3)cc2)c1 | 2.5 | 3.5% | -0.2% | -14.9% | 1.3% | -15.5% | -2.4% | ? | i
O=C(CCN1C(=O)C2C3CCC(C3)C2C1=O)OCC(=O)c1ccccc1 (stereo unspecified) | -18.0 | -1.1% | 3.2% | 1.2% | 7.3% | 8.4% | 6.1% | 0.1% | i
COc1cc(/C=N\NC(=O)c2ccc(-c3ccccc3)cc2)cc(OC)c1OC(C)=O | -50.0* | 4.6% | 2.1% | 13µM* | -21.2% | 0.3% | ? | 0.0% | i
O=C(CN1C(=O)c2ccccc2C1=O)NCc1ccc(N2CCOCC2)cc1 | 3.2 | -0.3% | -7.3% | 0.0% | 8.9% | · | -1.1% | 15.0% | ·
CCC1(C)COC(c2ccc3c(c2)OCO3)OC1 (stereo unspecified) | 9.5 | 4.5% | -0.3% | ? | -1.0% | 29.7% | -1.2% | 3.1% | i
CN(CCc1ccccc1)C(=O)c1ccc(NC(=O)Cc2ccc([N+](=O)[O-])cc2)cc1 | ? | 3.7% | -1.7% | ? | -14.0% | -19.4% | -22.0% | ? | i
CCOc1ccc(OCC)c(NC(=O)CSc2nnc(C3CC3)n2CC)c1 | -15.5 | 6.4% | 8.0% | 6.0% | -15.1% | 11.1% | -3.4% | 13.5% | i
CCOC(=O)Nc1c(Cl)[nH]c(=O)n(C)c1=O | -6.6 | 0.1% | 0.2% | -2.8% | 5.2% | -6.4% | 5.7% | 13.1% | ?
COC(=O)CC1C(=O)NCCN1C(=S)Nc1ccccc1 (stereo unspecified) | 3.7 | 0.0% | -3.1% | 4.1% | -9.9% | -15.3% | -3.0% | -11.3% | i
Cc1cccc(C)c1NC(=O)Nc1csc2c1CCCC2 | · | -1.4% | -2.8% | 12.5% | -5.4% | · | · | -9.9% | ·
COc1ccc(OCc2ccc(C(=O)O)cc2)cc1 | 31.2 | -1.4% | -1.4% | ? | 1.7% | -16.3% | -1.2% | -6.8% | i
Cc1c(Cl)cccc1NC(=O)C1CCN(S(C)(=O)=O)CC1 | -5.3 | 0.3% | 2.0% | 4.9% | -3.8% | -2.4% | -1.5% | ? | i
O=C(O)CC(=O)NC12CC3CC(CC(C3)C1)C2 | 7.6&-6.7 | -0.4%&-0.2% | -16.5%&-10.5% | ? | 11.5%&-30.6% | 0.0%&-9.3% | -6.3%&-7.2% | 4.1%&-4.6% | i
COc1ccc(NS(=O)(=O)c2cccc(C(=O)NCC3(N4CCOCC4)CCCCC3)c2)cc1 | i | -0.3% | 5.8% | -1.2% | -8.9% | 4.0% | -2.0% | -4.2% | i
CC1=CC=CC2=NC(=O)CC(C)(C(=O)N(CC(=O)NC3CCCC3)Cc3ccc(Cl)cc3)N12 (stereo unspecified) | 15.3 | -0.5% | 5.0% | -13.0% | -8.8% | -1.4% | -5.6% | ? | i
Oc1ccccc1CNc1nccs1 | -12.2 | -0.5% | 0.5% | 1.5% | -23.6% | 5.5% | -2.4% | -16.3% | i
CCCCNC(=O)C1(C)CCN1C(=O)c1ccc2c(c1)C(C)(C)CCC2(C)C (stereo unspecified) | 47.2 | 0.4% | · | · | -32.9% | -18.7% | · | 4.7% | i
Cc1cc(C)cc(CSc2ccc(S(=O)(=O)N3CCCC3)cn2)c1 | 12.8 | 0.4% | 4.6% | ? | -25.6% | -20.5% | 14.6% | ? | i
Cc1ccc(C(=O)c2c(C)oc3c2C(=O)C(=O)c2ccccc2-3)cc1 | -121.0* | 9.4% | ? | ? | -62.1% | ? | 18.4µM* | ? | ·
O=C1CCN(S(=O)(=O)c2ccccc2)C2CCCCC12 (stereo unspecified) | 37.9 | -0.4% | 1.5% | 1.5% | 16.0% | 13.1% | 18.4% | ? | i
O=C(COC(=O)C1CCN(S(=O)(=O)c2cccs2)CC1)NCc1ccc(F)cc1 | 35.1 | -0.6% | 0.4% | 8.9% | -5.1% | 9.0% | 3.6% | -19.7% | i
COc1nc(N/N=C/c2ccc(C)cc2)nc(N2CCCCC2)n1 | -10.7 | 0.3% | -2.1% | 16.4% | 13.1% | 10.4% | 0.2% | 3.8% | i
Cc1ccc(/C=C/C(=O)Nc2cccnc2)o1 | -3.5 | 5.8% | 3.5% | ? | -8.8% | 13.4% | 0.8% | 3.2% | i
S=c1[nH]nc(COc2ccccc2)n1/N=C/C=C/c1ccccc1 | 12.1 | -0.5% | -3.6% | 8.1% | 15.2% | -3.4% | -0.6% | -12.7% | i
